Statin myotox sup: protects C2C12 myotubes from simvastatin toxicity; ATP luminescence, 48 h; scaled: DMSO 0, geranylgeraniol control 100; rescue of ATP level, % at 7.49 µM; actives 0.78% (n = 330,000); AID 602340;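 active = mean ATP rescue above about 67%, or every replicate alone reaching that limit, limit read from the data, passing the limit was not always enough; inconclusive = no clear call, values can overlap the other calls; inactive = mean under the limit and some replicate under it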;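 also: myotubes were challenged with 10 µM simvastatin during compound exposure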
S100A4 inh HTS: S100A4-myosin IIA interaction inhibition. P26447. inhibition, % at 10.7 µM. actives 0.14% (n = 360,000). S100A4/TAMRA-MyoIIA peptide fluorescence polarization;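 active = mean inhibition of at least 70% across replicates, with every replicate also reaching that level; inconclusive = mean inhibition reaches 70% but some replicates fall short; inactive = mean inhibition below 70%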
Target sequence (P26447 whole entry, looked up): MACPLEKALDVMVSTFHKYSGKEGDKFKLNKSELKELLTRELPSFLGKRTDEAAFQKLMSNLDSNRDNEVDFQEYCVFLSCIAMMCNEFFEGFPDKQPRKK
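Test system: S100A4 monomer protein; Medium: HEPES pH 7.2 with CaCl2, KCl, NaCl, DTT, Triton; Probe or stimulus: TAMRA-labelled myosin IIA heavy-chain peptide probe, 5 nM; Doses: one dose per compound; Times: polarization read 5 min after assay mix addition, stable 5–60 min; Benchmarks: neutral control DMSO, positive control TFP.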
LGR2 antag: inhibitors of bursicon-induced Drosophila LGR2 receptor cAMP signaling. inhibition, % at 9.99 µM. HEK293 LGR2, CRE-luciferase, bursicon-stimulated, 4 h. actives 0.35% (n = 380,000). AID 720647;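 active = drop in luminescence signal, shown as inhibition above about 50% in the replicate tests, limit read from the data, passing the limit was not always enough; inconclusive = probably only some replicates passing the limit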;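 also: agonist challenge used bursicon conditioned medium at about half maximal strength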
Casp6 inh: caspase-6 (human) enzyme inhibition; actives 0.53% (n = 350,000); purified caspase-6, Z-VEID-R110 cleavage fluorescence; inhibition, % at 12.5 µM;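 active = mean inhibition across replicates at least about 35%, with every replicate also reaching that limit, limit read from the data; inconclusive = only one of the two criteria met; inactive = neither criterion met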;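 also: 0% = median of neutral control wells and 100% = no fluorescence left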
Target sequence (P55212 24-179 limits assumed): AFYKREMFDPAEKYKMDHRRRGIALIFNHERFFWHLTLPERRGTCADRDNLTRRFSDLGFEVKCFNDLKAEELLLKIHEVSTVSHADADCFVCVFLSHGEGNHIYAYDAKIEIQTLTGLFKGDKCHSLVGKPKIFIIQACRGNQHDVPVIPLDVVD
Target sequence (P55212 194-293 limits assumed): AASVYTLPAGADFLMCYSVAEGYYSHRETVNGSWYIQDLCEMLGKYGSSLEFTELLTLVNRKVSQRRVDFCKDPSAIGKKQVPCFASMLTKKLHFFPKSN
SIRT5 block: sirtuin-5 (human) deacylase inhibition; Q9NXA8; Purified SirT5, succinyl-peptide AMC, trypsin-coupled fluorescence; inhibition, % at 15 µM; actives 1.1% (n = 330,000); AID 652115; in the data active = inhibition above about 15%; inconclusive = no clear call, values can overlap the other calls
Target sequence (Q9NXA8 whole entry, looked up): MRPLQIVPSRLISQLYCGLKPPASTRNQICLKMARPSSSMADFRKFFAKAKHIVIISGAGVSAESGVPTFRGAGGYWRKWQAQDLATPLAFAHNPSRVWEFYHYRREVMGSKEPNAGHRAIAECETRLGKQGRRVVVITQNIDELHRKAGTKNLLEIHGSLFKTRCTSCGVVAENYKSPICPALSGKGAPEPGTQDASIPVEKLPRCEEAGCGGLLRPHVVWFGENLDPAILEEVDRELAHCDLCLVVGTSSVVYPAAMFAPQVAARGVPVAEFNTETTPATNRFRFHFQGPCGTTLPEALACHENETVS
FN deposit inh: fibronectin deposition inhibition | inhibition, % at 12.6 µM | AH1F fibroblasts, Alexa488-fibronectin deposition fluorescence, overnight | actives 0.086% (n = 350,000);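 active = mean inhibition across replicates of 30% or more, regardless of how many single replicates reach that level; inconclusive = mean under 30% yet at least half of replicates reach 30%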;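 also: positive control wells lacked labelled fibronectin entirely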
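Material – AH1F fibroblast monolayer, labelled fibronectin deposition · Reagent – labelled fibronectin 24 nM · Timing – 1 h adhesion, overnight exposure · Measured by – fluorescence at 485 nm excitation, 525 nm emission · Read-out – inhibition of fibronectin deposition signal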
esBAF inh: SWI/SNF esBAF complex inhibition | AID 602393 | reporter increase, % at 12.5 µM | mouse ES cells, Bmi1-luciferase knock-in reporter, 24 h; 100% = twice the neutral-well signal | actives 2% (n = 350,000); in the data active = activation above about 40%; inconclusive = no clear call, values can overlap the other calls;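 also: 0% = median of the plate's neutral control wells and 100% = double that signal; a rise in the Bmi1 reporter signal indicates esBAF inhibition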
Active calls of the source: *; ? = inconclusive; / = no result given; & = joins results of further samples. These rows are one share of the data; count on the stated rates, not on these rows.

Molecule	Statin myotox sup	S100A4 inh HTS	LGR2 antag	Casp6 inh	SIRT5 block	FN deposit inh	esBAF inh
Cc1ccc(S(=O)(=O)Nc2ccc3c(c2)C(=O)N([C@H](C)CO)C[C@@H](C)[C@H](CN(C)C(=O)CCC(F)(F)F)OCCCC[C@@H](C)O3)cc1	/	-20	3	2	3	0	11
CCc1cccc(C)c1NC(=O)C1CN(S(=O)(=O)c2ccccc2)CCN1S(=O)(=O)c1ccccc1 (stereo not given)	4	/	10	/	/	5	-4
Cc1ccc(S(=O)(=O)N(Cc2cc3cc4c(cc3[nH]c2=O)OCCO4)CC2CCCO2)cc1 (stereo not given)	-12	/	5	/	/	6	10
O=C(N=Nc1c(O)[nH]c2ccc([N+](=O)[O-])cc12)c1ccccc1[N+](=O)[O-]	-3	-8	0	1	4	6	-11
C/C(=N\OCc1ccc(C#N)cc1)c1ccccc1	/	-3	/	-4	-17	2	/
COc1ccc(S(=O)(=O)N2C[C@H](O)COC[C@H]3O[C@@H](CC(=O)NCCCN4CCOCC4)CC[C@@H]32)cc1	1	-5	-17	-4	-6	-3	-4
FC(F)(F)c1cccc(Oc2ccc3c(C(F)(F)F)cc(C(F)(F)F)nc3n2)c1	-11	-2	4	0	-14	/	4
C[C@H]1CN([C@@H](C)CO)C(=O)c2cc(C#CCc3ccccc3)cnc2O[C@@H]1CN(C)Cc1cccc(F)c1	-68	32	24	0	13	0	-5
COC(=O)[C@H](CC(C)C)NC(=O)Nc1cccc(Br)c1	5	-4	/	-3	1	2	1
CO[C@@H]1CN(C)C(=O)c2ccc(NC(=O)C3CC3)cc2OC[C@H](C)N(Cc2ccc(F)cc2)C[C@@H]1C	2	9	-10	3	2	-14	-4
CCN(C(=O)CN1CCCCC1)C1(C)C(=O)c2ccccc2C1=O	/	1	-3	0	-3	13	/
COC(=O)CC1C(=O)NCCN1C(=O)CSc1nc2ccc([N+](=O)[O-])cc2s1 (stereo not given)	/	7	16	1	4	-1	/
C[C@@H]1CN([C@H](C)CO)C(=O)Cc2cc(NS(C)(=O)=O)ccc2O[C@H]1CN(C)Cc1ccc2c(c1)OCO2	-3	8	-13	0	-4	-1	0
CC(C)C[C@H]1CN(CCCC[C@H]2CNC(=O)C(=O)N2CCc2ccccc2)C(=O)C(=O)N1Cc1ccccc1	/	-3	8	2	0	-2	/
COc1cccc(OC)c1C(=O)NN1CCCCC1	3	4	-5	-1	-5	/	2
C[C@H](NC(=O)c1ccc(C(C)(C)C)cc1)C(=O)N1CCC2(CC1)NCCc1[nH]cnc12	6	-2	7	-3	-4	-9	-6
COc1cc(OC)cc(-c2c(C#Cc3ccsc3)c3cc(-c4cc(OC)c(OC)c(OC)c4)ccc3n2C)c1	-2	-4	48	/	/	-2	3
C[C@H](CO)N1C[C@H](C)[C@H](CN(C)C(=O)Nc2cccc3ccccc23)OCCCC[C@H](C)Oc2ccc(NC(=O)Nc3cccc4ccccc34)cc2C1=O	/	-14	11	0	9	1	3
Cc1ccccc1C(=O)Nc1cccc(NC(=O)c2ccccc2[N+](=O)[O-])c1	-14	-3	2	0	-3	9	2
CCOC(=O)C1=C(C)NC(=S)N(C(C)=O)C1c1ccccc1 (stereo not given)	-19	0	12	-1	3	/	1

6 of the entries above in order of the esBAF inh value, ascending.
canonical_smiles	esBAF inh
C[C@H](NC(=O)c1ccc(C(C)(C)C)cc1)C(=O)N1CCC2(CC1)NCCc1[nH]cnc12	-6
CO[C@@H]1CN(C)C(=O)c2ccc(NC(=O)C3CC3)cc2OC[C@H](C)N(Cc2ccc(F)cc2)C[C@@H]1C	-4
C[C@@H]1CN([C@H](C)CO)C(=O)Cc2cc(NS(C)(=O)=O)ccc2O[C@H]1CN(C)Cc1ccc2c(c1)OCO2	0
COC(=O)[C@H](CC(C)C)NC(=O)Nc1cccc(Br)c1	1
Cc1ccccc1C(=O)Nc1cccc(NC(=O)c2ccccc2[N+](=O)[O-])c1	2
COc1cc(OC)cc(-c2c(C#Cc3ccsc3)c3cc(-c4cc(OC)c(OC)c(OC)c4)ccc3n2C)c1	3

The listing picks up, repeating the 2 entries before the break.
Molecule	Statin myotox sup	S100A4 inh HTS	LGR2 antag	Casp6 inh	SIRT5 block	FN deposit inh	esBAF inh
Cc1ccccc1C(=O)Nc1cccc(NC(=O)c2ccccc2[N+](=O)[O-])c1	-14	-3	2	0	-3	9	2
CCOC(=O)C1=C(C)NC(=S)N(C(C)=O)C1c1ccccc1 (stereo not given)	-19	0	12	-1	3	/	1
C[C@H]1CN([C@@H](C)CO)C(=O)c2ccccc2-c2ccccc2CO[C@@H]1CN(C)C(=O)Oc1ccccc1	7	8	2	-3	12	-3	1
C[C@H](NC(=O)[C@@H]1CSC2c3ccccc3C(=O)N21)C(=O)NC1CCCC1 (stereo not given in full)	16	0	1	5	-2	-5	0
O=C(NCC1CCCO1)c1nn2c(C(F)(F)F)cc(-c3cccs3)nc2c1Cl (stereo not given)	-33	-7	-7	-2	-5	-23	-5
C=C1CCN([C@H](C(=O)OCc2cccc(C)c2)C(C)C)S(=O)(=O)c2ccccc21	-17	-5	9	5	/	-4	-1
CCN1CCN(CCC(=O)Nc2ccc(Br)cc2)CC1	/	-1	-11	-17	2	6	/
O=C(C1=C[C@@H](c2ccc3c(c2)OCO3)C[C@@H](OCc2ccc(CO)cc2)O1)N1CCN(Cc2ccc3c(c2)OCO3)CC1	/	1&-1	/	3&1	11&-5	/	/
COc1ccc2[nH]c3c(=O)n(Cc4ccco4)cnc3c2c1	-9	/	/	/	/	15	18
COc1ccc(/C(O)=C2/C(=O)C(=O)N(CCN3CCOCC3)C2c2ccccn2)cc1 (stereo not given)	-2	/	/	/	/	-3	44*
C=CCN(c1ccccc1)S(=O)(=O)c1cccc(C(=O)NNC(=O)c2ccccc2O)c1	10	1	0	0	2	6	-15
COc1ccc(S(=O)(=O)N(C)C[C@@H]2OCCCC[C@H](C)Oc3ccc(NC(=O)Nc4ccc(C(F)(F)F)cc4)cc3C(=O)N([C@@H](C)CO)C[C@@H]2C)cc1	?	-2	-1	0	-1	-6	-7
O=C(COC(=O)c1ccc(NS(=O)(=O)c2cccs2)cc1O)Nc1ccc(F)cc1	-7	-1	-24	2	-1	-1	-1
Cc1cccc(-c2nc(CS(=O)CC(=O)NC3CCCC3)c(C)o2)c1 (stereo not given)	-2	1	20	-1	3	-2	17
C[C@H]1CN([C@@H](C)CO)C(=O)c2cccc(NS(=O)(=O)c3ccc(F)cc3)c2O[C@@H]1CN(C)CC1CCCCC1	15	9	-19	-3	0	/	-3
O=C(OCc1nnc(-c2ccccc2)o1)c1ccc2c(c1)OCCO2	-3	/	-28	/	/	/	5
COc1ccccc1NC(=O)c1ccc(-c2nn(C)c(=O)c3ccccc23)cc1	/	5	20	3	/	/	/
O=C(C1CCCC1)N1CC[C@@H]2[C@H](CO)Nc3ccc(C#Cc4ccc(F)cc4)cc3[C@@H]21	/	23	1	2	1	6	/
Cc1ccc(/C=C/C(=O)Nc2ccc(O)c3c(=O)cc(-c4ccccc4Cl)oc23)cc1	-7	2	/	-1	-5	3	?
COc1cccc(-c2cnc3c(NC=O)cc(-c4cc(OC)c(OC)c(OC)c4)cn23)c1	-4	-13	-17	0	-1	-2	6
Cc1ccc(CC(=O)NNC(=O)c2ccncc2)cc1C	-3	-11	7	1	-1	-2	4
Cc1cc(C)nc(NC2=NCC(=O)N2c2ccccc2Br)n1	3	0	4	1	1	-4	-11

The list goes on.
Molecule	Statin myotox sup	S100A4 inh HTS	LGR2 antag	Casp6 inh	SIRT5 block	FN deposit inh	esBAF inh
C[C@H](CO)N1C[C@H](C)[C@H](CN(C)C(=O)c2ccccc2F)Oc2ncc(C#C[C@@H](C)O)cc2C1=O	-1	-15	-2	1	12	/	-5
CCc1nc(SCC(=O)N2CCCCC2)c2c(=O)n(C)c(=O)n(C)c2n1	-4	-18	7	2	0	-1	-7
O=C(Cc1ccccc1)Oc1coc(CSc2ncccn2)cc1=O	-1	-11	-10	0	-8	-1	-1
CC1CN(C(=O)c2cc3cc(F)ccc3[nH]2)CC(C)O1 (stereo not given)	0	-3	-1	2	-2	-5	16
Cc1cc(Br)cn2c(Cc3cccc(Cl)c3)c(C3CCCCC3)nc12	/	-7	-7	-2	3	-11	/
COc1cccc(-c2cnc3c(c2)C(=O)N([C@H](C)CO)C[C@@H](C)[C@@H](CN(C)Cc2ccc(F)cc2)O3)c1	9	7	-8	0	-5	/	0
Cc1noc(C)c1S(=O)(=O)N(C)C[C@H]1OCCCC[C@H](C)Oc2ccc(NC(=O)NC3CCCCC3)cc2C(=O)N([C@H](C)CO)C[C@@H]1C	/	5	-2	-4	5	/	-7
COc1ccc(CCN(C)Cc2c(O)ccc3ccccc23)cc1OC	5	-12	-10	-6	-1	11	2
C[C@@H]1CN([C@H](C)CO)C(=O)Cc2cc(NC(=O)c3ccncc3)ccc2O[C@H]1CN(C)C(=O)NC1CCCCC1	31	-2	13	-1	-1	-2	-5
CCOC(=O)C1(Cc2ccc(Cl)cc2)CCN(C(=O)c2sc(C)nc2C)CC1	/	-2	-43	3	0	12	/
O=C(COC(=O)COc1ccc(Br)cc1)NCc1ccccc1	10	1	-10	2	0	-2	0
C=CCn1c2c(c3ccccc31)CCC2	/	-4	-5	1	/	1	/
CC(=O)N1c2ccc(S(=O)(=O)NCC3CCC(C(=O)NCc4ccc(C)o4)CC3)cc2CC1C (stereo not given)	5	1	-12	-1	-2	-2	2
CC(C)CC#Cc1ccc([C@H]2[C@@H](CO)N3C(=O)CN(C(=O)CN4CCOCC4)C[C@H]23)cc1	/	1	-4	/	-2	/	/
O=C(NCCCl)c1ccc(OCc2ccccc2)cc1Cl	/	3	-35	22	-2	-2	/
CCCCCCC12C(=Cc3cc4c(cc31)OCCO4)c1cc(OC)c(OC)cc1C(CC(=O)NCc1ccccc1)N2C(=O)OC (stereo not given)	/	-7	/	-1	/	-9	/
CC(C)C#Cc1ccc([C@@H]2[C@@H](CO)N3CCCCN(C(=O)c4ccc5c(c4)OCO5)C[C@H]23)cc1	/	25	-20	0	5	/	/
Cc1nc2[nH]c(=O)c3c(n2n1)NC1=C(C(=O)CC(C)(C)C1)C3c1ccc(F)cc1 (stereo not given)	-4	/	/	/	/	-9	3
CCCOc1ccc([N+](=O)[O-])c(N)c1	0	-4	-14	-5	1	4	-4
CC12CC(c3ccccc3O1)C(C(=O)N1CCOCC1)C(=O)N2 (stereo not given)	-4	-4	-5	-3	4	1	-2

Next section.
Molecule	Statin myotox sup	S100A4 inh HTS	LGR2 antag	Casp6 inh	SIRT5 block	FN deposit inh	esBAF inh
C[C@@H]1CCCCO[C@H](CN(C)C(=O)CCCN(C)C)[C@@H](C)CN([C@H](C)CO)C(=O)c2cc(NS(=O)(=O)c3ccc(F)cc3)ccc2O1	/	14	-4	0	8	-9	-4
O=C(Nc1ccc2c(c1)[C@@H]1C[C@@H](CC(=O)N3CCCCC3)O[C@H](CO)[C@@H]1O2)c1ccc2c(c1)OCO2	-3	-3	0	-1	-2	-3	7
Oc1cccc(/C=C/c2ccc3cccc(O)c3n2)c1	5	-3	-3	9	3	-4	5
C[C@H](CO)N1C[C@H](C)[C@H](CN(C)Cc2ccc(-c3ccccc3)cc2)Oc2cc(C#CC(C)(C)O)ccc2S1(=O)=O	-18	3	3	-3	20*	2	-5
C[C@H](CO)N1C[C@H](C)[C@H](CN(C)Cc2ccccc2)Oc2ccc(NC(=O)CCN3CCOCC3)cc2CC1=O	-6	-6	12	-1	-4	/	9

Assay outcomes (PubChem)
